# Screening results (PubChem BioAssay)
# Cav3 T inh: blocks human Cav3.2 T-type calcium channel; AID 449739; 100,000 tested, 4% active; O95180; B-score at 10 µM; Cav3.2-expressing cells, Fluo-4 calcium fluorescence FDSS; stronger effect = lower value;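 active means single-dose well whose peak fluorescence ratio is a statistical outlier from its plate by either plate-standardised score or position-corrected B-score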
# * = called active by the depositor; & = joins results of further samples. This is a subset; the hit share may differ from the screen's.
Cav3 T inh | compound
1.06 | CCN(CC)CCOC(=O)c1ccc2c(c1)OCCO2
0.991 | Cn1c(SCC(=O)N2CCOCC2)nnc1-c1ccccc1
0.416 | O=C(Cc1ccc(S(=O)(=O)N2CCCC2)s1)N1CCOCC1
-0.0908 | O=C(NCc1ccccn1)NC12CC3CC(CC(C3)C1)C2
0.293 | CCOc1ccc(NC(=O)COC(=O)CCCc2c[nH]c3ccccc23)cc1
-0.0413 | S=c1[nH]nc(Cc2ccccc2)n1Cc1ccco1
0.267 | Cn1c(=O)c2c(nc3sccn32)n(C)c1=O
-0.587 | COc1cccc(Nc2nnc(SCn3nnc4ccccc4c3=O)s2)c1
-1.31 | COC(=O)c1ccc(NC(=O)CSc2nccn2CCc2ccccc2)cc1
-5.11 | COc1ccc(NC(=O)c2sccc2SCc2cccc(C(F)(F)F)c2)cc1
-0.588 | CCOc1ccc2ccccc2c1CNCCN1CCOCC1
-1.89 | Nc1nc2c(s1)CCc1c-2cnn1-c1ccccc1
0.282 | COc1cc(Cl)cc(C2NC(=O)NC(C)=C2C(C)=O)c1OCC(=O)O (stereo not given)
0.119 | CCOC(=O)CCc1c(C)c2ccc(OCc3nn[nH]n3)cc2oc1=O
-0.426 | CCOC(=O)N1CCC(N2C(=O)c3ccccc3C2Nc2ccc(C)cc2)CC1 (stereo not given)

# Part of the list above, as tab-separated lines.
Molecule	Cav3 T inh
CCOC(=O)N1CCC(N2C(=O)c3ccccc3C2Nc2ccc(C)cc2)CC1 (stereo not given)	-0.426
Cn1c(=O)c2c(nc3sccn32)n(C)c1=O	0.267
CCOC(=O)CCc1c(C)c2ccc(OCc3nn[nH]n3)cc2oc1=O	0.119
CCN(CC)CCOC(=O)c1ccc2c(c1)OCCO2	1.06

# Remaining list, next part.
Cav3 T inh | compound
-2.29 | Cn1c(C(=O)Nc2ccccc2)cc2sccc21
-2.92 | Cc1cccc(OCC(=O)Nc2cc(C)ccc2O)c1
-1.84 | Cc1nc(N2CCN(c3ccccc3)CC2)nc2c1C(=O)CCC2
-0.0691 | COc1cc2c(N3CCOCC3)cc(O)c(CC(=O)Nc3ccccc3)c2cc1OC
-0.0483 | CCN1CCN(C(c2ccccc2)c2sc3nc(C)nn3c2O)CC1 (stereo not given)
0.4 | O=C(CCCCCN1C(=O)CCC1=O)Nc1ccc(Br)cc1F
-1.43 | Oc1ccc(NCc2ccccc2OCc2ccccc2F)cc1
0.25 | C[n+]1c2n(c3ccccc31)N=C(c1ccccc1)CS2
-1.19 | CCC(=O)NC(c1ccc([N+](=O)[O-])cc1)c1c(O)ccc2ccccc12 (stereo not given)
-1.06 | COC(=O)CNc1ccc2c(c1)OCO2
0.998 | COC(=O)Nc1ccc2c(c1)N(C(=O)CCN1CCOCC1)c1ccccc1S2
-0.0136 | O=C(O)c1c(Cl)c(Cl)c(Cl)c(Cl)c1C(=O)N1CCOCC1
-0.373 | Cc1cccc(-c2nc(CS(=O)CC(=O)NCc3cccs3)c(C)o2)c1 (stereo not given)
0.242 | CC(=O)OCn1nnc2ccccc2c1=O
-1.29 | COC(=O)CSc1nsc(SCC(=O)OC)n1

# By substructure: the compounds so far with an NH in an aromatic ring (3)
Cav3 T inh | compound
0.293 | CCOc1ccc(NC(=O)COC(=O)CCCc2c[nH]c3ccccc23)cc1
-0.0413 | S=c1[nH]nc(Cc2ccccc2)n1Cc1ccco1
0.119 | CCOC(=O)CCc1c(C)c2ccc(OCc3nn[nH]n3)cc2oc1=O

# The list continues.
Cav3 T inh | compound
-1.72 | CCN(CC)C(=O)CN(c1cc2c(cc1OC)oc1ccccc12)S(=O)(=O)c1ccc(C)cc1
0.456 | O=C(c1ccccc1)N(Cc1ccccc1)c1ccccn1
-0.764 | CN(C)c1cccc2c(S(=O)(=O)N3CCOCC3)cccc12
-4.74* | CCOc1cccc(NC(=O)C2CC(=O)N(C)C(=Nc3cccc(F)c3)S2)c1 (stereo not given)
0.396 | O=C(O)c1cc2n(n1)C(C(F)(F)F)CC(c1ccco1)N2 (stereo not given)
0.922 | Cn1c(=O)cc(SCC(=O)NCCCN2CCOCC2)c2ccc(Cl)cc21
-3.14 | COc1ccc(C)cc1S(=O)(=O)Nc1cccc(Cl)c1
-2.09 | CCOc1nc(-c2ccccc2)ccc1-c1noc(COc2ccccc2)n1
0.611 | COc1ccc(Oc2nnc(-c3ccc(C)cc3)c3ccccc23)cc1
0.845 | Cn1c(=O)[nH]c2sc3c(c2c1=O)CC(C)(C)OC3
0.241 | O=C(NCc1cccnc1)c1c[nH]c2cc3c(cc2c1=O)OCCO3
-2.1 | CC(C)(C)C(=O)Nc1sc2c(c1-c1nc3ccccc3[nH]1)CCCC2
-0.00381 | COc1cc(Cl)c(C)cc1NC(=O)COC(=O)/C=C/c1c(C)nn(C2CCS(=O)(=O)C2)c1Cl (stereo not given)
0.361&0.185 | c1ccc2[nH]c(-c3ccnc4ccccc34)nc2c1
0.598 | Cc1ccc(Sc2c([N+](=O)[O-])ncn2C)cc1

Cav3 T inh | compound
0.629 | O=C(Cn1cc(CCO)nn1)N1CCNCC1
0.631 | CCn1ncc(CN2CCN(C(=O)Nc3ccccc3C(=O)OC)CC2)c1C
-1.03 | CCCSc1nsc(SCCC)c1C#N
0.545 | CC1(C)CC(=O)C=C(NCCCN2CCCC2=O)C1
-2.8 | CC1CCc2nc(NC(=O)Cc3cccs3)sc2C1 (stereo not given)
-0.0318 | COC(=O)C(Cc1cncn1COCc1ccccc1)NC(=O)OC(C)(C)C (stereo not given)
-0.916 | CCCCN(CC)CCCNC(=O)CS(=O)(=O)Cc1nc(-c2cccc(OC)c2)oc1C
0.405 | CCCCSc1nnc(-c2c[nH]c3ccccc23)n1C
-0.35 | CC1Cc2ccccc2N1C(=O)C12CCC(C)(C(=O)C1)C2(C)C (stereo not given)
1.57 | O=C(NCCO)c1nc(NCCO)c2ccccc2n1
-0.59 | COc1ccc(N(C(=O)Cc2cccs2)C(C(=O)NC2CCCCC2)c2cccn2C)cc1OC (stereo not given)
-0.928 | O=C(COc1ccc(S(=O)(=O)NC2CCCCC2)cc1Cl)NCc1ccc2c(c1)OCO2
-0.0232 | CCOC(=O)[C@@H]1[C@H]2COc3cc(OC)ccc3[C@@H]2N2C(=O)N(c3ccc(Cl)cc3)C(=O)[C@]12C
-1.52 | Cn1c(N)c(C#N)c2c(c1=S)CSC(C)(C)C2
-0.0414 | Cc1ccc(C(=O)Nc2ccc(Cl)cn2)cc1

Cav3 T inh | compound
-3.71* | COc1ccc(/C=C2\CCc3ccccc3C2=O)cc1Cn1cccn1
1.58 | O=C(O)c1cccc(NC(=O)c2ccc3c(c2)C(=O)N(CC2CCCO2)C3=O)c1 (stereo not given)
0.928 | Cc1ccnc(SCC(=O)O)n1
-0.000834 | COc1ccccc1NC(=O)NCCCl
0.453 | CCOCCCN(CCC#N)S(=O)(=O)c1ccc(S(=O)(=O)N2CCCC2)cc1
0.00146 | O=C(CCS(=O)(=O)c1ccc(Br)cc1)NC1CCCC1
-4.82* | CN(Cc1ccccc1)c1nc2c(c(=O)[nH]c(=O)n2C)n1CCOc1ccccc1
-0.451 | CC(C)CCn1nnnc1C(c1ccccc1)N1CCN(C)CC1 (stereo not given)
-0.112 | O=c1c2ccccc2nnn1CSc1nnc(-c2cccs2)n1Cc1ccccc1
1.3 | CC1CCN(CCCNC(=O)c2ccc3c(=O)n(CCc4ccccc4)c(=O)[nH]c3c2)CC1
0.461 | CC(C)(C)NC(=O)CSc1nnc(C2CC2)n1Cc1ccccc1
-0.0589 | c1ccc(-c2nc(N3CCCCCC3)nc(-n3ccnc3)n2)cc1
-0.147 | Cn1c(Cn2c(=O)sc3ccccc32)nnc1SCc1ccccc1F
0.731 | O=C1OC2CCC1(c1ccccc1)C2 (stereo not given)
0.0721 | CCCC1COC(Cn2cncn2)(c2ccc(C)cc2)O1 (stereo not given)

Cav3 T inh | compound
0.701 | CC(C)n1c(SC2C(=O)CC(C)(C)CC2=O)nc2c1c(=O)n(C)c(=O)n2C
1.3 | CCOC(=O)CCNC(C(=O)OCC)c1ccccc1 (stereo not given)
-0.0597 | CCn1nnc(-c2ccccc2NC(=O)c2cccc(-n3cnnn3)c2)n1
-5.77* | O=C(CSCc1ccc(Cl)cc1)N1CCN(Cc2ccc3c(c2)OCO3)CC1
1.62 | CCn1cc(C(=O)NCc2ccc3c(c2)OCO3)c(=O)c2cc(F)c(N3CCN(C)CC3)cc21
0.179 | CCCc1nc2c(nnn2Cc2ccccc2F)c(=O)[nH]1
-0.272 | COc1cccc(-n2nnc3c(=O)n(Cc4ccc(C)cc4)cnc32)c1
-0.0144 | CCOc1ccc(N2C(=O)C(c3ccccc3)=C(c3nc4ccccc4s3)C2NC(C)=O)cc1 (stereo not given)
-6.72* | CCN(CC)Cc1nc2c(c(=O)[nH]1)C1(CCCC1)Cc1ccccc1-2
0.451 | O=C(O)C1=C[C@H](c2coc3ccccc3c2=O)C[C@H](OCCCCO)O1
0.289 | COc1ccc(N2Cc3ccccc3C2)cc1Cl
0.146 | CCC(=O)Nc1cc(OC)c(NC(=O)c2ccccc2)cc1OC
0.429 | O=[N+]([O-])c1ccc(O)c(-c2nc(-c3ccccc3)c(-c3cccs3)[nH]2)c1
-3.49 | CCCCOc1ccccc1C1C(C(=O)OC)=C(C)N(C)C(C)=C1C(=O)OC
0.854 | Cc1ccc(N2C(=O)CC3(CC4C=CC3C4)C2=O)cc1 (stereo not given)

# 6 of the entries above in order of the Cav3 T inh value, smallest number first:
Cav3 T inh | compound
0.179 | CCCc1nc2c(nnn2Cc2ccccc2F)c(=O)[nH]1
0.396 | O=C(O)c1cc2n(n1)C(C(F)(F)F)CC(c1ccco1)N2 (stereo not given)
0.629 | O=C(Cn1cc(CCO)nn1)N1CCNCC1
0.631 | CCn1ncc(CN2CCN(C(=O)Nc3ccccc3C(=O)OC)CC2)c1C
0.701 | CC(C)n1c(SC2C(=O)CC(C)(C)CC2=O)nc2c1c(=O)n(C)c(=O)n2C
0.922 | Cn1c(=O)cc(SCC(=O)NCCCN2CCOCC2)c2ccc(Cl)cc21

# Next section
Cav3 T inh | compound
0.508 | CCOC(=O)c1ccc(NS(=O)(=O)c2c(C)n(C)c(=O)n(C)c2=O)cc1
0.107 | C=CCNC(=O)c1onc(CSc2ccc(F)c(F)c2)c1C(=O)O
-3.29 | COC(=O)Cc1cn(-c2ncc(C(F)(F)F)cc2Cl)c2ccccc12
-4.2 | Cc1noc(C)c1COC(=O)CCN1c2ccccc2Sc2ccccc21
0.00702 | NC1=NC[C@@H](Cc2ccc(O)cc2)N1CCc1cccc(F)c1
-0.766 | CC1CCc2nn(CC(=O)Nc3c(F)cc(F)cc3Br)cc2C1 (stereo not given)
-1.98 | Cc1ccc(C)c(C(=O)COC(=O)c2ccc(Br)o2)c1
1.19 | O=C(ONC1=NCCCCC1)c1c(F)cccc1F
0.315 | COC(=O)c1ccc(N/C=C/C(=O)c2ccc(OC)c(OC)c2)cc1
0.0185 | CCOc1ccc(CCNC(=O)CCn2cccc2)cc1OCC
-1.64 | COC(=O)C1=C(C)N=c2s/c(=C/c3ccoc3)c(=O)n2C1c1ccccc1 (stereo not given)
0.145 | Cc1cc(SCC(=O)c2cc3ccccc3o2)nc2ccccc12
2.34 | CN1CCN(S(=O)(=O)c2ccc(=O)[nH]c2)CC1
0.698 | O=C(CCl)N(c1ccccc1)c1c[nH]c2ccccc12
-1.23 | c1ccc(CNc2nc3ccccc3n3cnnc23)cc1

Cav3 T inh | compound
2.29 | CC1(c2ccccn2)Nc2ccccc2-c2nc3ccccc3n21 (stereo not given)
-0.317 | CN1CCN(c2ccccc2NC(=O)C(Cc2ccccc2)n2cccc2)CC1 (stereo not given)
1.33 | CN(C)c1nc(C(N)=O)nc(N2CCOCC2)n1
-1.82 | O=C(NCCN1CCOCC1)c1ccc(CS(=O)(=O)Cc2ccccc2F)o1
-0.631 | CN1CCN(C2=C(Cl)C(=O)N(Cc3ccccc3)C2=O)CC1
-0.093 | O=C(Nc1cccs1)Nc1ccccc1Cl
0.0292 | CCOc1ccc(OCc2ccc(C(=O)Nc3cccnc3)o2)cc1
-0.48 | COc1cccc(-c2cc(N)nn2C(=O)Nc2ccc(Cl)cc2)c1
0.429 | Cc1ccc(S(=O)(=O)NCc2cn3c(C)csc3n2)cc1
-0.522 | O=C(NO)c1ccc(C(=O)N(C2CCCCC2)C2CCCCC2)cc1
0.547 | O=C(COC(=O)c1ccncc1)NC(=O)C1CCCCC1
-1.94 | CCOC(=O)COC(=O)c1ccc(Oc2cc(C)nc(SC)n2)cc1
-4.88* | CC1=C(C(=O)Nc2ccccc2)C(c2ccco2)C(C#N)=C(SCC(=O)OC(C)C)N1 (stereo not given)
-2.53 | Cc1ccc(N(CC(=O)NCC2CCCO2)C(=O)CCC(=O)Nc2ccccn2)cc1C (stereo not given)
-0.177 | COc1ccc2nc(SCc3cccnc3)c(C#N)cc2c1

Cav3 T inh | compound
-0.754 | CCOC(=O)c1c(NC(=O)c2noc3c2CCCC3)sc(C)c1C
-3.43* | O=C(NCc1ccccc1)C12CN(Cc3ccccc3)CC1C(c1cccc([N+](=O)[O-])c1)=NO2 (stereo not given)
0.426 | CNC(=O)CN(c1cc(C)ccc1C)S(C)(=O)=O
0.000329 | CC(=O)OC(C)(CCC(C)(OC(C)=O)C(C)=O)C(C)=O (stereo not given)
-0.329 | COc1ccccc1CN1C(=O)CN(C2CCCC2)C(=O)C1c1ccc(F)cc1 (stereo not given)
-0.494 | Cc1cc2ncn(CC(O)COC3CCCCC3)c2cc1C (stereo not given)
-1.48 | O=[N+]([O-])/C=C/c1c(OCc2ccccc2)ccc2ccccc12
-0.823 | CCOC(=O)CCn1c(CC(=O)OCC)nc2ccccc21
-0.183 | C=CCNC(=O)CCNS(=O)(=O)c1ccc(Br)cc1
-1.44 | CC(C)(C)c1cc(CN2CCN(CCO)CC2)cc(C(C)(C)C)c1O
-0.872 | CCCCCCN(C(=O)CCCCCN1C(=O)NC(c2ccc(-c3ccccc3)cc2)C(C(=O)OCc2ccccc2)=C1C)C(C(=O)NCCCC)c1ccc(O)c(C(=O)OC)c1 (stereo not given)
0.665 | O=C(CNC(=O)C12CC3CC(CC(C3)C1)C2)NC1=NCCS1
-0.161 | Cc1cc(C)c(C#N)c(SCCS(=O)(=O)Cc2ccccc2)n1
0.313 | CN1CCN(C(=O)c2ccccc2NC(=O)C(C)(C)C)CC1
-3.33 | CCc1ccc(NS(=O)(=O)c2ccc(OC)c(C)c2)cc1
1.04 | Cn1nnnc1SCC(=O)N1CCN(Cc2ccccc2)CC1
0.509 | CN1CCN(C(=O)c2ccc(Cl)c(S(=O)(=O)N3CCCCC3)c2)CC1
